# CD11b adhes enh: enhancers of human CD11b/CD18 binding to fibrinogen | activation, % at 10 µM | P05107+P11215 | K562 CD11b/CD18 adhesion to fibrinogen, ATPlite luminescence | 0.07% of 93,000 active;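 active = 10 µM primary screen giving 50% or more activity, confirmed by 40% or more on retest at that dose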; also: strong numbers were not always called active
# Target sequence (P05107 whole entry, looked up, other chains not shown): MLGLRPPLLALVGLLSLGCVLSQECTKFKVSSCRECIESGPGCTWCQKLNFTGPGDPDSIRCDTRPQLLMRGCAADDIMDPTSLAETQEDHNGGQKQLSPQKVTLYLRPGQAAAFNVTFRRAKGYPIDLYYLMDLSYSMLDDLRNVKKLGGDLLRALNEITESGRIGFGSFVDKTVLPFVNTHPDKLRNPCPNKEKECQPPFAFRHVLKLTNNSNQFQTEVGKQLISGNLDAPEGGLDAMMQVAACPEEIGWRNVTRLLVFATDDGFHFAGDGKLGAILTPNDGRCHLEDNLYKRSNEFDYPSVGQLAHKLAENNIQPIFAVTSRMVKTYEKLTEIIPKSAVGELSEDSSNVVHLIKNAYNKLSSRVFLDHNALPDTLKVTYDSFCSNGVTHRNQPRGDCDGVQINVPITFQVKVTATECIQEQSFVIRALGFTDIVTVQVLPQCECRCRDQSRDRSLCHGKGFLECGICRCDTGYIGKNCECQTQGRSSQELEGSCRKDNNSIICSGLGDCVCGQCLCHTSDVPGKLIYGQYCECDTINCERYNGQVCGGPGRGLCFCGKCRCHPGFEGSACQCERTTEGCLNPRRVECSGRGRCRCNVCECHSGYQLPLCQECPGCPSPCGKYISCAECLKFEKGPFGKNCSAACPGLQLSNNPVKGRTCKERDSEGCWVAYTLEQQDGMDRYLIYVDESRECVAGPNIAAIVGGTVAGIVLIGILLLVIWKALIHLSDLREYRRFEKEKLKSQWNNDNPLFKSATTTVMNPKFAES
# ERa coact inh: ER-alpha (human) coactivator binding inhibition; 1.7% of 86,000 active; TR-FRET ER-alpha LBD / SRC-1 peptide, estradiol-bound; inhibition, % at 25.6 µM; P03372; in the data active = inhibition above about 50%;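 also: 0% = receptor plus peptide control and 100% = peptide only without receptor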
# H69AR growth 86K: blocks growth of human H69AR lung tumor cells; 6% of 85,000 active; H69AR lung tumor viability, ATP luminescence, 72 h; active compounds read low; viability, % at 10 µM;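 active = viability at or below 40%; inactive = viability above 40%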;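 also: multidrug resistant small cell line overexpressing MRP-1 efflux transporter; 100% = mean luminescence of untreated control wells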
# CYP2C19 inh: human CYP2C19 inhibition; CYP2C19 Supersomes, luciferin-H EGE luminescence, 30 min; inhibition, % at 5 µM; AID 778; 21% of 96,000 active;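 active = CYP2C19 inhibition above a set limit at 5 µM in the primary screen, cut at about 50% in these data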;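 also: plate controls were negative control wells for no effect and 2.5 mM tranylcypromine positive control for full effect; values of inactives mirror those of a sister screen read the other way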
# CD11b adhes inh: inhibitors of human CD11b/CD18 binding to fibrinogen; inhibition, % at 10 µM; P05107+P11215; K562 CD11b/CD18 adhesion to fibrinogen, ATPlite luminescence; Mn2+ added to activate the integrin; 0.54% of 93,000 active;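 active = primary inhibition of 50% or more at 10 µM, then 40% or more on retest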; also: some results filed as inactive read as strong as hits
# CYP2C19 act: cytochrome P450 2C19 (human) activation; recombinant CYP2C19, luciferin-H EGE luminescence; active compounds read high; 0 = fully inhibited enzyme, 1 = untreated enzyme; activation factor at 5 µM; 96,000 tested, under 10 active; AID 1025;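 active = activation factor of at least 2 at 5 µM in the primary screen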;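 also: 0 = wells with 2.5 mM tranylcypromine and 1 = vehicle-only wells; values of inactives mirror those of a sister screen read the other way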
# Lung fibro prol: blocks proliferation of human lung fibroblasts; viability, % at 10 µM; LL 47 human lung fibroblast viability, ATP luminescence; active compounds read low; 1.1% of 85,000 active;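 active = viability at or below 50% in the single dose screen; inactive = viability above 50%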;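 also: compound exposure lasted 72 h before the ATP readout; 100% = median luminescence of untreated cell-only wells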
#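 Signal: luminescent ATP detection, CellTiter-Glo; assay system: LL 47 human lung fibroblasts; input: 1,150 cells/well; incubation: overnight cell rest, 72 h compound treatment at 37 °C; measure: % viability versus median cells-only luminescence; medium: IMEM growth medium with 15% fetal bovine serum; dosing: compound addition at 0.1% DMSO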
# HUVEC prolif 384: blocks proliferation of human endothelial cells; HUVEC proliferation, CellTiter-Glo luminescence, 72 h; active compounds read low; viability, % at 10 µM (by protocol); 1.1% of 86,000 active; AID 648;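 active = viability at or below 30%; inactive = viability above 30%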;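 also: 100% = median luminescence of DMSO-only cell control wells on each plate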
# ERa SRC1 pot: ER-alpha (human) coactivator binding potentiation; coactivator binding (% of control), % at 25.6 µM; 1.3% of 86,000 active; AID 639; TR-FRET ERalpha-LBD/SRC-Cy5 coactivator binding, 2 h; 100 = basal binding, no effect; in the data active = activity above about 200%;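 also: binding measured in presence of low estradiol as agonist stimulus; 0% = peptide alone without receptor and 100% = receptor with peptide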
# * hit, by the source's call; / = not tested or not shown; [ ] = dose if it differs, or a comment.
SMILES,CD11b adhes enh,ERa coact inh,H69AR growth 86K,CYP2C19 inh,CD11b adhes inh,CYP2C19 act,Lung fibro prol,HUVEC prolif 384,ERa SRC1 pot
O=C(C1CCC(Cn2c(=O)[nH]c3ccccc3c2=O)CC1)N1CCN(c2ccccc2)CC1 (stereo not drawn),/,1,84,/,/,/,76,66,95
Cc1ccc(Cn2ccc(=O)c(OCc3ccccc3)c2C)cc1,-3,0,92,44,5,0.6,98,88,83
Cc1cccc(-c2nc(=S)c3c(n2Cc2ccco2)CCCC3)c1,-5,4,83,5,-1,0.9,95,105,88
CC1(C)CN=C(N2CCN(c3ncnc4sc5c(c34)CCCC5)CC2)S1,4,/,/,32,-20,0.7,/,/,/
CCC(C#CCN1CCOCC1)(CC)OCCC#N,1,-6,98,6,-11,0.9,103,102,113
COc1ccc(-c2csc(N3CCC(C(N)=O)(N4CCCCC4)CC3)n2)cc1,1,-7,105,-16,-4,1.2,99,93,93
CCOC(=O)C1CCN(C(=O)COc2ccc(N(C)S(=O)(=O)c3cccs3)cc2)CC1,-2,1,87,62*,-5,0.4,95,101,93
CC(C)Cn1c(N)c(C(=O)COC(=O)C2=COCCO2)c(=O)n(C)c1=O,/,7,81,/,/,/,100,102,94[fluorescence artefact?]
Cc1nn(C)c(C)c1S(=O)(=O)N(CC(=O)Nc1ccc2c(c1)OCO2)c1ccc(C(C)C)cc1,/,-12,52,/,/,/,88,97,123
c1cc(-c2noc(CCC3CCCC3)n2)ccn1,4,-10,92,99*,11,0,99,105,107
CCN(CC)C(=O)C(Cc1ccccc1)N1C(=O)c2ccccc2C1=O (stereo not drawn),-3,/,/,67*,9,0.3,/,/,/
COCCNC(=O)C(C)OC(=O)c1nsc(Cl)c1Cl (stereo not drawn),4,-6,102,7,-22,0.9,100,98,100[fluorescence artefact?]
CCN1CCN(CC(=O)c2c[nH]c3ccc(C)cc23)CC1,0,-5,85,-19,-3,1.2,98,100,106
CC(=O)Nc1cc(-c2nn(C)c(=O)c3ccccc23)ccc1N1CCOCC1,1,4,84,28,-26,0.7,102,97,119
COC(=O)c1sccc1NC(=O)c1ccco1,/,-3,100,-9,/,1.1,110,102,101
Cn1c(=O)c(=O)n(C)c2cc(S(=O)(=O)Nc3ccc4c(c3)OCCO4)ccc21,0,4,90,-2,7,1,99,95,114
COC(=O)c1c(N)sc2c1CCN(c1ncc(C(F)(F)F)cc1Cl)C2,-9,9[fluorescence artefact?],67,36,73,0.6,99,79,71[fluorescence artefact?]
c1ccc(SCCc2ccncc2)cc1,/,4,95,95*,/,0,101,99,106
CCOC(=O)C1CCN(C/C=C/c2ccccc2OC)CC1,1,9,74,32,-9,0.7,104,89,94
O=C(CSc1nc2c(c(C(F)(F)F)n1)CCc1ccccc1-2)NCc1ccccc1,/,-12[fluorescence artefact?],60,/,/,/,95,80,159[fluorescence artefact?]
Cc1sc2nc(C(C)C)oc(=O)c2c1C,-5,7,87,-5,-9,1,104,100,115
Cc1ccc(S(=O)(=O)N2CCC(C(=O)N[C@@H](C)C(=O)NCc3ccccc3)CC2)cc1,0,0,104,6,0,0.9,94,103,92
Cc1noc(C)c1CSc1nc2ccccc2c(=O)n1-c1ccc(Cl)cc1,-1,38[fluorescence artefact?],14*,71*,2,0.3,80,58,145
COc1ccc(C(O)C(CN2CCOCC2)c2ccccc2)cc1F (stereo not drawn),-3,-1,93,17,-2,0.8,98,90,114[fluorescence artefact?]

# One compound at a time (already shown):
# `COC(=O)c1sccc1NC(=O)c1ccco1` reads CD11b adhes enh: /; ERa coact inh: -3; H69AR growth 86K: 100; CYP2C19 inh: -9; CD11b adhes inh: /; CYP2C19 act: 1.1; Lung fibro prol: 110; HUVEC prolif 384: 102; ERa SRC1 pot: 101
# `O=C(CSc1nc2c(c(C(F)(F)F)n1)CCc1ccccc1-2)NCc1ccccc1` reads CD11b adhes enh: /; ERa coact inh: -12[fluorescence artefact?]; H69AR growth 86K: 60; CYP2C19 inh: /; CD11b adhes inh: /; CYP2C19 act: /; Lung fibro prol: 95; HUVEC prolif 384: 80; ERa SRC1 pot: 159[fluorescence artefact?]

# Next section
SMILES,CD11b adhes enh,ERa coact inh,H69AR growth 86K,CYP2C19 inh,CD11b adhes inh,CYP2C19 act,Lung fibro prol,HUVEC prolif 384,ERa SRC1 pot
COc1ccc(OC)c(NC(=O)C2CCN(c3ncccn3)CC2)c1,-2,2,88,26,6,0.7,100,104,134
CCC(c1nnnn1Cc1ccco1)N(CCN1CCOCC1)Cc1cc2cc(C)ccc2[nH]c1=O (stereo not drawn),2,3,79,20,1,0.8,108,90,102
COc1ccc(C(=O)Nc2cccc(C(C)=O)c2)cc1S(=O)(=O)N1CCOCC1,-3,0[fluorescence artefact?],90,7,-2,0.9,/,103,82
CCn1c(SCC(=O)Nc2ccc3c(c2)OCO3)nc2c(c1=O)SC(C)C2 (stereo not drawn),2,13[fluorescence artefact?],79,69*,-11,0.3,100,86,94[fluorescence artefact?]
Cc1cc(=O)oc(C)c1C(=O)Nc1c(C)n(C)n(-c2ccccc2)c1=O,/,9,106,-5,/,1.1,98,101,105
COc1cccc(C(C(=O)NC2CCCC2)N(Cc2ccc(C)cc2)C(=O)c2ccco2)c1OC (stereo not drawn),/,-4,76,/,/,/,90,112,113
COc1ccc(Cl)cc1N1C(=O)C2CCCN2C1c1sccc1C (stereo not drawn),1,5,91,41,1,0.6,103,90,118
CCc1c(C)n([O-])c2c([n+]1=O)CCC2,0,1,98,-1,-15,1,105,98,94
O=C(N1CCOCC1)N1CCN(c2ccccn2)CC1,2,-22,98,-7,-2,1.1,98,106,105
c1ccc(Nc2nc(N3CCCCC3)nc(N3CCCCC3)n2)cc1,-3,-9,91,10,-7,0.9,92,87,99
COc1ccc2[nH]c(C)c(CN3CCCC(C)C3)c(=O)c2c1 (stereo not drawn),/,-3,86,/,/,/,104,103,96
NC(=O)c1nn(-c2ccccc2)nc1NC(=O)CN1CCCCC1,2,-1,82,1,-2,1,99,95,112
CCN1c2ccccc2NC2N=C(OC)C(c3ccccc3)C21 (stereo not drawn),-1,0[fluorescence artefact?],1.4*,20,4,0.8,7.0*,2.1*,100
COc1ccc(OC)c(NC(=O)c2ccc(NS(C)(=O)=O)cc2)c1,-1,6,43,18,-4,0.8,103,97,122
CC1CN(CC(O)COc2ccccc2C(C)(C)C)CC(C)O1 (stereo not drawn),-4,0,95,35,-5,0.6,98,96,113
N#C/C(Cn1c[n+](NC(=O)Nc2ccccc2)cn1)=N/O,-6,1,74,18,-4,0.8,100,99,113
CCOc1ccc(C(=O)NCCn2cc(SCC(=O)Nc3cc(C)on3)c3ccccc32)cc1,2,12,33*,28,-6,0.7,97,84,155
CC(C)CNC(=O)C1CCCN(S(=O)(=O)c2ccc(-n3cnnn3)cc2)C1 (stereo not drawn),-1,-2,92,-18,-2,1.2,97,100,112
O=C(NCc1ccco1)C(c1ccco1)N(Cc1cccs1)C(=O)Cn1nnc2ccccc21 (stereo not drawn),/,-1,76,/,/,/,99,105,119
Cc1ccc(S(=O)(=O)NC(c2ccccc2)C(C)C(=O)n2nc(C)cc2C)cc1 (stereo not drawn),0,/,/,100*,-38,0,/,/,/
Cc1cccc(-n2c(-c3ccco3)nc3nc4ccccc4nc32)c1,-3,/,/,-6,-10,1.1,/,/,/
CCC(C)N1C(=O)CCC1C(=O)NCc1ccc2c(c1)OCO2 (stereo not drawn),2,-4,99,0,-21,1,101,108,108
COc1cccc(-c2cc(C(=O)N3CC4(C)CC3CC(C)(C)C4)no2)c1 (stereo not drawn),1,-12,45,-3,3,1,92,55,100
CCOc1ccc(C(=O)Nc2ccc3c(c2)OCO3)cc1OCC,-2,-3,93,-6,-29,1.1,92,84,135

# Sorted by SMILES length (rising): some entries from above
SMILES,CD11b adhes enh,ERa coact inh,H69AR growth 86K,CYP2C19 inh,CD11b adhes inh,CYP2C19 act,Lung fibro prol,HUVEC prolif 384,ERa SRC1 pot
Cc1cccc(-n2c(-c3ccco3)nc3nc4ccccc4nc32)c1,-3,/,/,-6,-10,1.1,/,/,/
Cc1ccc(S(=O)(=O)NC(c2ccccc2)C(C)C(=O)n2nc(C)cc2C)cc1 (stereo not drawn),0,/,/,100*,-38,0,/,/,/
O=C(NCc1ccco1)C(c1ccco1)N(Cc1cccs1)C(=O)Cn1nnc2ccccc21 (stereo not drawn),/,-1,76,/,/,/,99,105,119

# Next section.
SMILES,CD11b adhes enh,ERa coact inh,H69AR growth 86K,CYP2C19 inh,CD11b adhes inh,CYP2C19 act,Lung fibro prol,HUVEC prolif 384,ERa SRC1 pot
O=C1Cc2ccccc2C(c2ccccc2)N1 (stereo not drawn),3,4,92,24,-15,0.8,102,88,136
CCOC(=O)CSc1nc(NC#N)nc(N(CC)CC)n1,/,3,98,/,/,/,101,93,112
C=CCn1c(COc2cccc3ccc(C)nc23)nnc1SCC(N)=O,0,-5,93,-3,-17,1,101,86,106
Cc1cccc(NC(=O)c2cccc(Cn3cc(Br)c([N+](=O)[O-])n3)c2)c1C,0,/,/,7,7,0.9,/,/,/
CCOC(=O)C1(C)/C(=N/Nc2ccccc2Cl)C(=O)C(=O)N1c1ccccc1 (stereo not drawn),-1,-4,59,4,32,1,102,77,81
O=C(Cn1cnc2c(oc3ccccc32)c1=O)N1CCCc2ccccc21,-2,0,75,45,12,0.6,103,87,118
CCOC(=O)c1sc(SCC(=O)Nc2ccc(N(C)C)cc2)nc1N,-3,-42[fluorescence artefact?],58,69*,20,0.3,36*,81,103[fluorescence artefact?]
O=C(CSc1nnnn1-c1ccccc1)Nc1ccc(Cl)cn1,-2,0[fluorescence artefact?],98,22,-2,0.8,93,89,156
COc1ccc2cc3cc(C(=O)Nc4ccc5c(c4)OCO5)oc3nc2c1,/,23,24*,-6,/,1.1,108,10*,159[fluorescence artefact?]
COc1cc(/C=C(/C#N)c2nc3ccccc3[nH]2)ccc1OC(=O)c1ccco1,34,/,/,24,-4,0.8,/,/,/
CCCCC(=O)O[C@]1(C(=O)CO)CC[C@H]2[C@@H]3CCC4=CC(=O)CC[C@]4(C)[C@H]3[C@@H](O)C[C@@]21C,/,-5,89,/,/,/,96,99,104
CCN(CC)c1ccc(NC(=O)CC2Oc3ccccc3NC2=O)c(C)c1 (stereo not drawn),0,0,25*,6,-8,0.9,87,78,104
O=C(NC1CCCCC1)N1CCCC1,/,-3,92,/,/,/,96,93,112
CCC(C)Sc1nc2c(c(=O)n1C)SC(C)C2 (stereo not drawn),2,-8,93,26,-5,0.7,101,121,118
Cc1[nH]c(=O)[nH]c(=O)c1S(=O)(=O)N(C)Cc1ccccc1,-5,/,/,0,0,1,/,/,/
CC(=O)Nc1cccc(NC(=O)CSc2nn3c(=O)c(C)nnc3s2)c1,/,-6,83,/,/,/,99,89,166
COC(=O)c1c(NS(C)(=O)=O)sc2c1CCCC2,-3,-45[fluorescence artefact?],105,5,/,0.9,88,88,110
c1ccc(-c2n[nH]nc2-c2ccccc2)cc1,5,-1,104,46,-16,0.5,108,95,91[fluorescence artefact?]
COc1ccc(C(=O)NCc2c(CC(C)C)oc(C)c2C(=O)O)cc1,1,-11,94,7,-12,0.9,99,105,114
O=C(CN(C1CCCCC1)S(=O)(=O)c1ccc(F)cc1)Nc1ccc2c(c1)OCO2,/,0,100,/,/,/,103,89,92
O=C(CC(c1ccc(F)cc1)c1ccco1)N1CCCC1 (stereo not drawn),-4,5,88,78*,6,0.2,89,103,108
CCOc1ccc(CC(=O)C2C(=O)CCCC2=O)cc1OCC,/,6[fluorescence artefact?],93,11,/,0.9,104,96,105
O=C(COC(=O)c1cccnc1)Nc1ccc(F)cc1,-2,0[fluorescence artefact?],94,84*,-3,0.2,98,98,103
COc1cc(CNc2ccc3[nH]c(=O)[nH]c3c2)cc(Cl)c1OCC(=O)NC(C)(C)C,-4,/,/,81*,-30,0.2,/,/,/
